Screening results as filed in PubChem BioAssay.
TCR CD3 inh: inhibitors of human TCR-CD3 interaction, primary screen, biochemical, fluorescence, TAMRA-labeled TCR probe | T-cell receptor (TCR) | inhibition, % at 9.4 µM | 0.37% of 360,000 active | AID 651800, 2012; in the data active = inhibition above about 19%;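 note: recombinant mutant TCR 2C K166C tagged with TAMRA read by polarization; 0% = receptor in buffer alone and 100% = receptor with positive control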
GC-B act: human GC-B receptor activators, primary screen, HEK293 GC-B cells, cGMP TR-FRET, EC30 CNP; Atrial natriuretic peptide receptor 2 (Homo sapiens), P20594; 0% at EC30 CNP, 100% saturating CNP; activation, % at 10 µM; 0.11% of 370,000 active;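 active = activation at 10 µM reaching about 35% in either raw or pattern-adjusted values, limit read from the data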
Target sequence (P20594 whole entry, looked up): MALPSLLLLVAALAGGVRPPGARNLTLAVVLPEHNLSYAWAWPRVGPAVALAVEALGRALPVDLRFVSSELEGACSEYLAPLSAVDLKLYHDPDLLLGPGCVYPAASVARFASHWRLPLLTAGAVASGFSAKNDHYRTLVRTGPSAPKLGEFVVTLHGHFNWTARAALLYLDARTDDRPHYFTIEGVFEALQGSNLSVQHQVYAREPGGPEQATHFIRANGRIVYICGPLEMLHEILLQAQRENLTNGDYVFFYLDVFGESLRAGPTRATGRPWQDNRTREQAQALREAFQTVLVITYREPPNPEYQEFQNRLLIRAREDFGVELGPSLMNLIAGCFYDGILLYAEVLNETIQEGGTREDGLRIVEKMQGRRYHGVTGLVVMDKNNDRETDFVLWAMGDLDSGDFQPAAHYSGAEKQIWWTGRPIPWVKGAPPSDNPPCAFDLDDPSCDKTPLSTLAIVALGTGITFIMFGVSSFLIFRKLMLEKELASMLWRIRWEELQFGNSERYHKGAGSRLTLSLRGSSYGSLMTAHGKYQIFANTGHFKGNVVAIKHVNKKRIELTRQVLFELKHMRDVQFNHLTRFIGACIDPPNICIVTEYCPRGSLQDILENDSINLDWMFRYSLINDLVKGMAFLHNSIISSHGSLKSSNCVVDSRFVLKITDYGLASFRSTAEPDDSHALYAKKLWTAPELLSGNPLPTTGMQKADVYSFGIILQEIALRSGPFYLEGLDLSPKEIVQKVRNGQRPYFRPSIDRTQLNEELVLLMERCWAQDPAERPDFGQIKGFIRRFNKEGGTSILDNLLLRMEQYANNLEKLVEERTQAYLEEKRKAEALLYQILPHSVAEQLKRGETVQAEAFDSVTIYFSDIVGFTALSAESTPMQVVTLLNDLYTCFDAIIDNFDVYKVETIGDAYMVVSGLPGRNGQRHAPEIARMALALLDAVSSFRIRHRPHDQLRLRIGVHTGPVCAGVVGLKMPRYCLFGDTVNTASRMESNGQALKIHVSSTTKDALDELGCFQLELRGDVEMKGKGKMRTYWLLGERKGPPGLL
MBD2 DNA inh: inhibitors of MBD2 binding to methylated DNA, primary screen, biochemical, TR-FRET, DNA-binding domain, human; 0.31% of 370,000 active; MBD2 binding to methylated oligonucleotide; Methyl-CpG-binding domain protein 2 (Homo sapiens), Q9UBB5; inhibition, % at 4.4 µM; in the data active = inhibition above about 13%
HTRA1 inhibitor: HTRA1 serine protease inhibitors, primary screen, biochemical, fluorescence polarization, HTS; recombinant HTRA1, FP-rhodamine activity-based probe; 0.5% of 340,000 active; inhibition, % at 5.96 µM; Q92743; in the data active = inhibition above about 36%;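 note: 0% = enzyme with DMSO and 100% = wells lacking enzyme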
GC-A act: GC-A stimulated cGMP production enhancers – HEK293 GC-A cells, cGMP TR-FRET, EC30 ANP, primary screen; Atrial natriuretic peptide receptor 1 (Homo sapiens), P16066; activation, % at 10 µM; 0% at EC30 ANP, 100% saturating ANP; 0.14% of 370,000 active; in the data active = activation above about 40%
rCAG binder: binders of r(CAG) RNA repeats, primary screen, biochemical, fluorescence. inhibition, % at 3 µM. 1.3% of 370,000 active. r(CAG) RNA repeat, TO-PRO-1 dye displacement fluorescence;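 active = inhibition above the plate cutoff, the mean of all test compounds on that plate plus 3 SD, cut at about 35% in these data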;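 note: 0% = DMSO alone and 100% = 100 µM mitoxantrone as full dye displacement; higher means more dye released from RNA so lower well fluorescence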
UHRF1 MBD2 ctr: UHRF1 methylated DNA binding inhibitors, primary screen, counter-screen for MBD2 inhibitor project, biochemical, TR-FRET, human UHRF1, single concentration | 0.75% of 370,000 active | UHRF1 binding to methylated oligo | inhibition, % at 4.4 µM; in the data active = inhibition above about 21%;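 note: UHRF1 SRA domain binding a hemimethylated CpG hairpin DNA probe; 0% = median of test compound wells and 100% = reference inhibitor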
PRMT1 inh: PRMT1 methyltransferase inhibitors, primary screen, biochemical, fluorescence polarization | Protein arginine N-methyltransferase 1 (Homo sapiens), Q99873 | inhibition, % at 2.79 µM | 1.3% of 370,000 active | recombinant PRMT1, activity-based probe fluorescence polarization;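 active = inhibition above about 21% made by adding two undisclosed values, limit read from the data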
ABHD4 inh: ABHD4 inhibitors, primary screen, biochemical, fluorescence polarization, mouse. (Lyso)-N-acylphosphatidylethanolamine lipase (Mus musculus), Q8VD66. purified mABHD4, FP-Rh probe fluorescence polarization. inhibition, % at 8.92 µM. 0.54% of 370,000 active. AID 720543, 2013;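 active = inhibition exceeding the mean over every tested compound plus 3 SD, cut at about 30% in these data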;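 note: 0% = plate median of compound wells and 100% = S159A mutant with DMSO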
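Test system: mouse ABHD4 enzyme, wild type. Reagent: FP-Rh fluorescent activity-based probe, added after compound pre-incubation. Timing: pre-incubation 45 min, probe exposure 60 min, at 25 °C. Technique: FP readout, ex 525 nm / em 598 nm. Benchmarks: high control S159A mutant with DMSO, low control median of compound wells.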
SIAE inh: human SIAE inhibitors, primary screen, biochemical, fluorescence polarization, FP-Rh probe, 1536-well HTS; Sialate O-acetylesterase (Homo sapiens), Q9HAT2; SIAE FP-Rh probe binding; inhibition, % at 9.66 µM; 0.69% of 370,000 active; AID 1053197, 2014;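 active = inhibition above a cutoff: mean of compounds within the control limits plus 3 SD of those, cut at about 17% in these data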;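 note: 0% = plate median of compound wells and 100% = probe without SIAE protein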
* = called active by the depositor; . = no result given. Not all compounds are listed; the hit share may differ from the screen's.

# | mol | TCR CD3 inh | GC-B act | MBD2 DNA inh | HTRA1 inhibitor | GC-A act | rCAG binder | UHRF1 MBD2 ctr | PRMT1 inh | ABHD4 inh | SIAE inh
1 | COC(=O)c1cc(-c2ccccc2)n(CC(=O)O)c1C | -1 | 2 | 8 | 8 | -1 | 0 | 2 | 5 | 11 | 3
2 | COC(=O)c1cc(-c2cccc([N+](=O)[O-])c2)c2c(=O)[nH]c(=O)n(C)c2n1 | 4 | 4 | 14* | 2 | 20 | 8 | 23* | -2 | 3 | 2
3 | O=C(N/N=C/c1cccc([N+](=O)[O-])c1)C1CC(=O)N(c2ccc(Br)cc2)C1 (stereo unspecified) | 2 | -2 | -2 | -5 | 0 | 2 | -1 | -1 | -3 | -36
4 | CN(C(=O)COC(=O)c1c2c(nc3ccccc13)/C(=C/c1cccc([N+](=O)[O-])c1)CCC2)C1CCS(=O)(=O)C1 (stereo unspecified) | 1 | 9 | 1 | -7 | 6 | 7 | 4 | 1 | -21 | 4
5 | CCOc1c(CNCc2ccc(C(=O)O)cc2)cccc1OC | 14 | -1 | 0 | -2 | 4 | -4 | 2 | -1 | -1 | 1
6 | CCCC(=O)Nc1nc2c(s1)COc1ccccc1-2 | -7 | 0 | -1 | 0 | 2 | 4 | 5 | 4 | 16 | 5
7 | COc1ccccc1NC(=O)CN(Cc1ccco1)C(=O)c1ccc(=O)[nH]c1 | 2 | 2 | 2 | 2 | -1 | 2 | 6 | 0 | 0 | 0
8 | O=C(/C=C/c1ccccc1)Nc1cccc(C(=O)N2CCCCC2)c1 | 1 | 1 | -1 | -13 | 1 | 1 | -1 | -3 | 1 | -3
9 | CCCN(CCC)C(=O)CC(c1ccccc1)c1ccc(C)cc1O (stereo unspecified) | 4 | -15 | 3 | -14 | -25 | -8 | -3 | -2 | -2 | 6
10 | Cc1ccnc(NC(=O)C2CCN(S(=O)(=O)c3ccc(C)c(C)c3)CC2)c1 | -7 | -6 | 2 | -5 | -2 | -5 | 3 | 0 | 0 | -4
11 | CCCN(Cc1nnc(-c2cccs2)o1)C(=O)c1cc(S(=O)(=O)N2CCOCC2)ccc1C | 2 | 3 | -5 | 2 | -1 | 3 | 3 | 1 | 5 | 5
12 | COCCn1c(SCC(=O)Nc2cccc(OC)c2)nnc1-c1ccc(Cl)cc1 | -1 | -6 | 0 | -9 | -5 | -2 | 0 | -4 | -1 | -5
13 | O=C(CN1C(=O)NC2(CCCC2)C1=O)NNC(=O)c1ccc(F)cc1 | 7 | 6 | 5 | 2 | -1 | 3 | -4 | -2 | -1 | 4
14 | O=C(N/N=C/c1cccnc1)c1cc(Br)ccc1O | 0 | -1 | -2 | 8 | 1 | 9 | 1 | 5 | 8 | 5
15 | O=C(Cn1c(=O)oc2cc(S(=O)(=O)N3CCc4ccccc43)ccc21)N1CCCCC1 | -8 | -6 | 3 | -13 | 1 | 2 | 0 | 6 | 1 | 1
16 | CN1C(=O)N(C)C2(C)CC1(C)N(C)C(=O)N2C | -7 | -1 | 0 | 4 | 5 | 0 | -1 | -5 | 2 | -3
17 | CN(C(=O)CN1C(=O)/C(=C/c2ccccc2F)SC1=S)C1CCS(=O)(=O)C1 (stereo unspecified) | 2 | 0 | 6 | 4 | 2 | 1 | -2 | -3 | -2 | -1
18 | Cc1nnc(SCC(=O)Nc2ncc3c(n2)CC(C)(C)CC3=O)s1 | 5 | 5 | -1 | 4 | 5 | -1 | -2 | 0 | -1 | 7
19 | CO[C@@]12[C@H](COC(N)=O)C3=C(C(=O)C(C)=C(N)C3=O)N1C[C@@H]1N[C@@H]12 | -4 | -4 | 0 | 10 | 0 | 3 | 4 | -2 | -1 | 2
20 | Cc1ccc2c(c1)C(CS(=O)(=O)NCc1ccc(F)cc1)NC2 (stereo unspecified) | . | 7 | -7 | . | 1 | 7 | -7 | 2 | -4 | 4

Filtered by structure: those above containing a nitro group on carbon
# | mol | TCR CD3 inh | GC-B act | MBD2 DNA inh | HTRA1 inhibitor | GC-A act | rCAG binder | UHRF1 MBD2 ctr | PRMT1 inh | ABHD4 inh | SIAE inh
2 | COC(=O)c1cc(-c2cccc([N+](=O)[O-])c2)c2c(=O)[nH]c(=O)n(C)c2n1 | 4 | 4 | 14* | 2 | 20 | 8 | 23* | -2 | 3 | 2
3 | O=C(N/N=C/c1cccc([N+](=O)[O-])c1)C1CC(=O)N(c2ccc(Br)cc2)C1 (stereo unspecified) | 2 | -2 | -2 | -5 | 0 | 2 | -1 | -1 | -3 | -36
4 | CN(C(=O)COC(=O)c1c2c(nc3ccccc13)/C(=C/c1cccc([N+](=O)[O-])c1)CCC2)C1CCS(=O)(=O)C1 (stereo unspecified) | 1 | 9 | 1 | -7 | 6 | 7 | 4 | 1 | -21 | 4

(next part)
# | mol | TCR CD3 inh | GC-B act | MBD2 DNA inh | HTRA1 inhibitor | GC-A act | rCAG binder | UHRF1 MBD2 ctr | PRMT1 inh | ABHD4 inh | SIAE inh
21 | CCOc1ccc(N(Cc2cc3ccc(C)cc3[nH]c2=O)C(=O)COC)cc1 | 5 | 3 | -4 | 7 | -4 | -7 | 1 | -1 | 12 | -2
22 | O=C(Nc1ccon1)c1cc2ccccc2oc1=O | 3 | 3 | -3 | 2 | 3 | 3 | -1 | 1 | 2 | -5
23 | CCOc1ccc(S(=O)(=O)NCCC(=O)Nc2ccncc2)cc1 | -6 | 1 | -7 | 8 | 0 | 0 | -3 | -1 | 3 | 13
24 | CC1CCN(CCCNC(=O)c2nn(C)c3c2CS(=O)(=O)c2ccccc2-3)CC1 | -2 | 5 | 0 | 0 | 10 | -5 | -1 | -1 | 8 | 0
25 | O=C(O)CCCN=C1CCCc2ccccc2N1 | 2 | 8 | 2 | 2 | 16 | 1 | -1 | -2 | 13 | 5
26 | CC1CCCCN1C(=S)Nc1ccc(S(=O)(=O)N2CCCCC2)cc1 (stereo unspecified) | 9 | 3 | 1 | 0 | 0 | 5 | 1 | 1 | 0 | 4
27 | O=C(NCc1ccccc1Cl)c1ccncc1 | 7 | 6 | 1 | 3 | 2 | 0 | 3 | 0 | 0 | -7
28 | O=C(Nc1cccc(Cl)c1)Nc1nnc([C@@H]2C[C@H](O)[C@@H](CO)O2)s1 | -3 | 6 | 2 | . | -1 | 14 | 3 | 2 | -8 | -2
29 | CCn1nnnc1SCCSc1nnnn1CC | -3 | -2 | -1 | 7 | -2 | 1 | -2 | -1 | 7 | 4
30 | O=C(O)c1ccccc1C=NN=C1c2ccccc2-c2ccccc21 | 8 | -11 | 5 | 1 | -5 | 1 | -3 | -2 | -4 | -1
31 | N#C/C(=C\c1ccc(N2CCOCC2)c([N+](=O)[O-])c1)c1nc2ccccc2[nH]1 | -8 | 19 | -3 | 1 | 19 | 6 | -5 | 1 | 7 | 4
32 | O=C(CSc1nnc(NC(=O)c2ccc(F)cc2)s1)NCc1ccco1 | -2 | -2 | 7 | -2 | -4 | 2 | 4 | 8 | -9 | -2
33 | C=CCN1C(=O)C2(NC(=O)c3ccccc3N2)c2ccccc21 (stereo unspecified) | 4 | 0 | -5 | -2 | -3 | 1 | -3 | -2 | -4 | 1
34 | O=S(=O)(c1ccc2ccccc2c1)N1CCN(C2Cc3ccccc3C2)CC1 | -1 | -19 | 1 | -5 | -29 | -2 | 3 | -1 | 12 | 2
35 | CCN(CC)C(=O)[C@H]1CC(CC(=O)NCCC2=CCCCC2)C(=O)N2CCc3c([nH]c4ccc(OC)cc34)[C@]12C (stereo partly specified) | -7 | -4 | 4 | -2 | 0 | 0 | 1 | 5 | -1 | 7
36 | Nc1ccc(N2CCCCC2)c(S(=O)(=O)Nc2ccccc2Cl)c1 | -3 | -1 | 2 | 12 | 1 | 10 | 0 | 11 | 7 | -2
37 | CC(C)CC(C(=O)Nn1cnnc1)N1C(=O)c2ccccc2C1=O (stereo unspecified) | -3 | 0 | -4 | 2 | 4 | 7 | -3 | -1 | -2 | -1
38 | Cc1c(NC(=O)c2cc3nc(-c4ccc(Cl)cc4)cc(C(F)(F)F)n3n2)c(=O)n(-c2ccccc2)n1C | 8 | 11 | 0 | 3 | 11 | 3 | 1 | 0 | -6 | 3
39 | O=C1C=C(NCCOC23CC4CC(CC(C4)C2)C3)C2(CCCCC2)O1 | 1 | 1 | -6 | 1 | -2 | -2 | 1 | -8 | 3 | -2
40 | CCN1C(=O)N[C@@H](c2ccccc2)[C@H](C(C)=O)[C@H]1C | 6 | -4 | 2 | -3 | 1 | 3 | 1 | -2 | 1 | -3
41 | C=CCn1cnc2c(c1=O)c1nc3ccccc3nc1n2/N=C/c1ccccn1 | -3 | 2 | -4 | -5 | 5 | 2 | 4 | 4 | -9 | -7
42 | Cc1ccc(S(=O)(=O)N2CCC(C(=O)NCc3ccccc3CN3CCCC3)CC2)cc1C | -1 | -8 | 6 | -4 | -8 | 5 | 5 | 0 | -5 | 2
43 | CN(Cc1ccccc1)C(=O)c1csc([C@@H]2O[C@H](CO)[C@@H](O)[C@H]2O)n1 | -8 | 1 | 0 | . | -5 | 2 | 4 | 3 | -8 | -1
44 | CC1CCCCC1NC(=O)c1ccc(S(=O)(=O)NCc2ccco2)cc1 (stereo unspecified) | 2 | -1 | -8 | 0 | -1 | -3 | 1 | -2 | 6 | 5
45 | CCN1CCN(C(=O)c2ccc(Sc3ccccc3Cl)c([N+](=O)[O-])c2)CC1 | 3 | -9 | -11 | -11 | 4 | -4 | -1 | 0 | 8 | 4
46 | Cc1cc(C)c2c3c(sc2n1)C(c1cccc(F)c1)C(C#N)=C(N)O3 (stereo unspecified) | 3 | -2 | -4 | -11 | -6 | 12 | 6 | 6 | -2 | -7
47 | CCOC(=O)C1CCN(C(=O)COC(=O)c2ccc3c(c2)C(=O)N(c2ccc(OCC)cc2)C3=O)CC1 | 6 | -1 | 4 | 1 | 2 | 0 | 0 | 5 | 0 | 2
48 | CCOC(=O)c1csc(NC(=O)CC2CCCC2)n1 | 6 | 9 | -3 | -3 | 2 | -4 | 1 | -3 | 3 | 3
49 | Cc1nn2cc(-c3ncc(C(F)(F)F)cc3Cl)cnc2c1Br | 6 | 2 | -1 | . | -2 | -4 | 4 | 0 | 4 | -5
50 | CC(OC(=O)c1cc2c(s1)CCCCC2)C(=O)NC(N)=O (stereo unspecified) | 2 | 2 | 1 | -2 | 9 | -3 | 8 | -4 | 1 | -5
51 | COc1cc(NC(=O)n2ncc3cc(Cl)ccc32)cc(OC)c1 | -1 | -3 | 2 | 6 | 3 | -1 | -1 | -5 | 4 | -1
52 | O=C(O)C1=C[C@H](c2ccccc2)C[C@H](OCCCCO)O1 | -2 | 7 | 0 | -6 | 0 | 6 | 3 | -2 | 7 | 7
53 | Cn1c(=O)c2c(nc(OCc3cccnc3)n2Cc2ccccc2)n(C)c1=O | -4 | 11 | 1 | 3 | 6 | -1 | 2 | 1 | 1 | -3
54 | O=C(Cn1ccc([N+](=O)[O-])n1)NCc1ccco1 | 0 | 1 | 1 | 7 | 2 | 0 | 1 | 2 | 0 | 3

Screen by screen, as entered above.
Entries 42 to 53 in TCR CD3 inh read -1, -8, 2, 3, 3, 6, 6, 6, 2, -1, -2, -4
